Screening results as filed in PubChem BioAssay.
RGS4 inh: blocks human RGS4-accelerated GTP hydrolysis; P49798; Transcreener GDP fluorescence polarization, RGS4-accelerated GTP hydrolysis; Potency, µM (doses to about 114 µM), without a hit: at the top dose activity change, negative = inhibition, most hits filed as inhibitors; 390,000 tested, 0.039% active; AID 504845; also: potency is read from the fitted curve at half-maximal effect; % is scaled to controls: 0 for no effect and ±100 for the full control effect; nearly all actives have a fitted effect of over 75% in size; some results filed as inactive show a strong effect at the top dose
Target sequence (P49798 whole entry, looked up): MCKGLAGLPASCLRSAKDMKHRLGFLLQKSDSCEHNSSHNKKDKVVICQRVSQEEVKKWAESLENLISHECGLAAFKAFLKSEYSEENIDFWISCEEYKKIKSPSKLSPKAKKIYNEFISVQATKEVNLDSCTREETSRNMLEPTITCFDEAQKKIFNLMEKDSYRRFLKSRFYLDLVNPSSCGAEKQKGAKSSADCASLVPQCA
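MLSMR compounds (23 nl, pin-transferred) preincubated 10 min at room temperature with a 500nM (2x) first reagent, then RGS4 at 900nM (2x) plus Transcreener GDP mix added; fluorescence polarization (620/688 nm) read before and after 90 min at 30 °C.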
POLK inh: DNA polymerase kappa (human) inhibition | AID 588579 | Q9UBT6 | 400,000 tested, 0.53% active | purified Pol kappa, fluorescent DNA synthesis assay, 10 min | Potency, µM (highest dose often 107 µM), for inactives: at the highest dose activity, negative = inhibition, hits mostly inhibitors; also: potency is read from the fitted curve at half-maximal effect; % is scaled to controls: 0 for no effect and ±100 for the full control effect
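Enzyme at 10 nM met test compounds for 15 min at room temperature. Substrate addition (50 nM final) began the reaction, which was monitored by fluorescence at 0 and 10 min.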
ALOX12 inh: inhibitors of human 12S-lipoxygenase ALOX12; 580,000 tested, 1.1% active; purified 12hLO, xylenol orange hydroperoxide absorbance; P18054; Potency, µM (series often up to 108 µM), without a hit: at the top dose activity change, negative = inhibition, most hits filed as inhibitors; also: potency is read from the fitted curve at half-maximal effect; % is scaled to controls: 0 for no effect and ±100 for the full control effect
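Purified human 12hLO (150 nM final) in 25 mM Hepes, 0.01% Triton X-100, pH 7.0 was preincubated 15 min at room temperature with compound. Then 40 uM arachidonic acid was added, 30 min. Hydroperoxide was read by Fe-XO absorbance ratio 573/405 nm.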
APEX1 inh: APE1 (human) endonuclease inhibition | recombinant APE1, TAMRA/BHQ-2 abasic DNA cleavage fluorescence | Potency, µM (titrated, usually from 65.8 µM), for inactives: top-dose activity change, negative = inhibition, actives largely listed as inhibitors | 350,000 tested, 0.35% active;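 also: potency is read from the fitted curve at half-maximal effect; plate controls were vehicle for no effect and reference inhibitor for full effect; nearly all actives have a fitted effect of over 55% in size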
Target sequence (P27695 whole entry, looked up): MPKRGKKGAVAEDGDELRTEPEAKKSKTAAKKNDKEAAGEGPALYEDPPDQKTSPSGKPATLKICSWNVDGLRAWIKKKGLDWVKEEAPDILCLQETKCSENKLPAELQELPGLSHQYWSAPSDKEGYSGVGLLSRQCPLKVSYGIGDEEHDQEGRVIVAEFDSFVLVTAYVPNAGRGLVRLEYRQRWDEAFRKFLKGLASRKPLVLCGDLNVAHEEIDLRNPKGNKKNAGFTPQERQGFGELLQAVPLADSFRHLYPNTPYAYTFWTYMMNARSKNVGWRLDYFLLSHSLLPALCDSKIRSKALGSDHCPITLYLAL
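Step 1: APE1 (0.75 nM) with compound, 15 min RT. Step 2: add 50 nM fluorophore/quencher THF duplex. Step 3: three fluorescence reads 60 s apart (525/598 nm); read 3 minus read 1 = reaction progress.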
Pol beta inh: DNA polymerase beta (human) inhibition; Pol beta primer extension/strand displacement, fluorescence kinetic; Potency, µM (doses to about 114 µM), for inactives: at the highest dose activity change, negative = inhibition, hits mostly inhibitors; 340,000 tested, 1.3% active; AID 485314; also: potency is read from the fitted curve at half-maximal effect; % is scaled to controls: 0 for no effect and ±100 for the full control effect
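Enzyme-only controls used 10 nM Pol beta; buffer lacking enzyme served as negative control. Compound preincubated 15 min, then 50 nM substrate added; 0 and 10 min reads at room temperature.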
ERG Ets-DNA blk: inhibitors of human ERG Ets domain-DNA interaction. P11308. fluorescence polarization, His-ERG Ets domain / labelled DNA. Potency, µM (top dose mostly 76.9 µM), inactives show at the highest dose FP activity, negative = inhibition, hits mostly inhibitors. 370,000 tested, 0.028% active; active = well fitted inhibition curve with a large enough effect in the polarisation, with a control signal flat; inconclusive = small, poorly fitted or top-dose-only effect, or effect the other way, or a change in a side signal; inactive = no such curve, though single readings can be large or run the other way; the % refers to the polarisation;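 also: polarization taken with two DNA probes labelled with fluorescein and Texas red; potency is read from the fitted curve at half-maximal effect; % of control where 0% means no effect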
Target sequence (P11308 whole entry, looked up, the tested form may be a part): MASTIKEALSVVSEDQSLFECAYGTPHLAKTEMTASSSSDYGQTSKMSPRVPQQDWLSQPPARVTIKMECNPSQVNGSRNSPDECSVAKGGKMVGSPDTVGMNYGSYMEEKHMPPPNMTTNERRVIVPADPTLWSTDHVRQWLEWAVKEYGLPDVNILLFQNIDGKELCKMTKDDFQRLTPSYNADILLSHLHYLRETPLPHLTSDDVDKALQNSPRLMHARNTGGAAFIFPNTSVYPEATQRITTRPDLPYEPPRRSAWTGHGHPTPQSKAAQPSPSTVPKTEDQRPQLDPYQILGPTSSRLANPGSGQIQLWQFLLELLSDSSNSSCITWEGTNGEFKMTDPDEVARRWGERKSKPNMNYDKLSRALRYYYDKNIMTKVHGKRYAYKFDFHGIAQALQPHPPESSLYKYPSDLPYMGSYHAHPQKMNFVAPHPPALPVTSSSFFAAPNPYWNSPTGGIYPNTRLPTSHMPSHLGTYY
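His-tagged ERG Ets domain (1 uM in the protein solution; 300mM KCl, 50mM Tris-HCl, 1mM EDTA, 1mM DTT, pH 7.5) received compound, then a probe mix of 5 nM fluorescein-DNA and 100nM Texas-615-DNA. Fluorescence polarization was read for both dyes.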
Apoferritin bind: binds horse apoferritin like a general anesthetic | AID 485281 | Potency, µM (doses to about 77.5 µM), inactives show at the highest dose activity change, negative = displacement, hits mostly inhibitors | P02791 | apoferritin/1-aminoanthracene competitive binding, fluorescence | 350,000 tested, 0.074% active; also: potency is read from the fitted curve at half-maximal effect; % is scaled to controls: 0 for no effect and ±100 for the full control effect; nearly all actives have a fitted effect of over 20% in size
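Read-out: endpoint 1-AMA fluorescence, excitation 380 nm and emission 535 nm, after compounds sit 10 min at room temperature with 10 uM horse-spleen apoferritin in 50% saturated 1-AMA/PBS. Values come from four-parameter Hill fits.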
LDHA inh: LDHA (human) enzyme inhibition | P00338 | purified LDHA, NADH/diaphorase-resazurin fluorescence; stronger effect = lower value | activity change, % (values are at about 110 or 230 µM) | 480,000 tested, 0.15% active; in the data active = activity change below about -30%; inconclusive = mostly about -25% to -30%;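 also: plate controls were DMSO wells for no effect and wells without enzyme for full effect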
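Remaining NADH was detected by diaphorase (0.133 mg/mL) converting 37 µM resazurin to fluorescent resorufin, read at 0 and 20 minutes. The preceding 5-minute room-temperature reaction used 2 nM LDHA, 0.2 mM sodium pyruvate and 0.06 mM NADH at pH 7.4.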
POLH inh: inhibitors of human DNA polymerase eta; recombinant Pol eta, fluorescent DNA replication assay; 390,000 tested, 1.2% active; Potency, µM (doses to about 114 µM), inactives show at the highest dose activity change, negative = inhibition, hits mostly inhibitors; AID 588591; Q9Y253; also: potency is read from the fitted curve at half-maximal effect; % is scaled to controls: 0 for no effect and ±100 for the full control effect
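Pol eta at 10 nM preincubated with compounds 15 min at room temperature; reaction started with fluorescent substrate (50 nM final) and read kinetically at 0 and 10 min.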
* = called active by the depositor; i = inactive; ? = inconclusive; . = not tested or not shown; [ ] = dose if it differs, or a comment. Unless noted, calls follow the shape of the dose curve; as a rule, active = well fitted curve in the direction sought with a large enough effect; inconclusive = small, poorly fitted or top-dose-only effect, or another doubt; inactive = no such curve, though single readings can be large; an effect the other way counts as inactive or inconclusive.

SMILES	RGS4 inh	POLK inh	ALOX12 inh	APEX1 inh	Pol beta inh	ERG Ets-DNA blk	Apoferritin bind	LDHA inh	POLH inh
COc1ccccc1N1CCN(Cc2nc3ccsc3c(=O)[nH]2)CC1	-0.3%	-4.8%	?	-0.6%	2.8%	-4.1%	-18.3%	-1.3	-12.1%
CCCCCCCC(=O)N/N=C/c1cccnc1	-15.8%	-4.8%[60.1 µM]	20.7%	1.3%	14.4%	.	?	0.1	-5.9%
COc1cccc(-n2c(SCC(=O)Nc3cc(C)on3)nc3ccccc3c2=O)c1	3.6%	-4.4%	2.7%	0.7%	14.4%	-16.4%	-16.1%	-6.0	-4.1%
CCN(CC)S(=O)(=O)c1ccc(C)c(NC(=O)COc2ccc3c(C)cc(=O)oc3c2)c1	7.0%	-9.6%	-4.2%	17.6%	53.7%	-6.4%	-1.3%	-8.4	-19.8%
CCn1c(C)c(C(C)=O)c(SC)nc1=S	-28.0%	-4.8%	-14.5%	1.8%	27.0%	-7.7%	-3.3%	-1.2	-8.9%
C=CC[C@@H](CC(=O)N[C@@H](CO)Cc1ccccc1)C(=O)N[C@@H](COC(=O)[C@H](CC=C)CC(=O)OC(C)(C)C)Cc1c[nH]c2ccccc12	-6.2%	-8.9%	8.7%	2.1%	.	3.3%	.	4.5	-15.2%
Cc1cc(Cl)ccc1NC(=O)COC(=O)c1nc2nccc(C)n2n1	-28.3%	8.1%	-11.2%	-7.0%	16.4%	12.5%	-3.6%	-0.5	-20.6%
O=C(Nc1ncc(Cc2ccc(Cl)cc2)s1)c1ccc2c(c1)CC(c1ccccc1)OC2=O (centres undefined)	0.4%	6.5%	11.3%	.	-2.5%	1.6%	-7.9%	-5.8	-11.3%
COc1ccccc1CNC(=O)c1ccc(N2CCCC2)c(NC(=O)NCc2ccc(F)cc2)c1	-25.2%	-1.3%[60.1 µM]	-14.1%	.	1.2%	2.1%	?	-1.5	-13.4%
O=C(NCC(c1cccnc1)N1CCOCC1)c1cccs1 (centres undefined)	8.7%[11.4 µM]	-1.9%	0.0%	13.2%	11.4%	1.5%	14.5%	-4.0	-5.1%
Cc1ccc(S(=O)(=O)NC(=O)N2CCCN(Cc3ccc(F)cc3)CC2)cc1	-44.0%	-14.7%	58.9%[activator]	-5.1%	-3.2%	-0.9%	-1.6%	-1.5	-16.8%
CCN(Cc1ccccc1)Cc1ccc(OCc2ccccc2)c(OC)c1	24.8%	0.4%	-12.7%	2.4%	24.8%	8.9%	0.8%	0.6	-11.0%
CC(NC(=O)NC12CC3CC(CC(C3)C1)C2)c1ccc2c(c1)OCO2 (centres undefined)	18.2%	-6.2%	3.6%	5.3%	25.1%	3.1%	?	-10.3	7.6%
COc1cc(C(F)(F)F)nc2c(Br)c(C(C)(C)C)nn12	-5.6%	1.4%	i	22.2%	-13.8%	-3.7%	-6.9%	-2.6	-23.9%
CN1C/C(=C/c2cccnc2)C(=O)/C(=C/c2cccnc2)C1	?	-11.1%	-0.7%	2.6%	22.2%	-12.3%	-2.3%	2.8	-5.2%
O=C(CN1CCc2ccccc2C1)Nc1ccccc1Cl	6.9%	-9.8%	-5.2%	42.2%	0.2%	-0.8%	-13.3%	-4.7	-5.3%
COc1ccccc1Nc1c2c(nc3ccc(NC(=O)c4cccc(OC)c4OC)cc13)CCCC2	-29.8%	-11.2%	?	.	1.8%	6.0%	-15.4%	1.7	-5.7%
Cc1cccc(NS(=O)(=O)c2cc(C(=O)N3CCCC3)ccc2Cl)c1	-19.7%	-17.4%	13.5%	22.9%	9.9%	-8.6%	-11.6%	-7.7	-15.2%
CCOC(=O)c1c(-c2ccccc2)csc1N1C(=O)Nc2ccccc2N1O	-3.0%	-23.1%	-11.2%	-2.0%	-0.9%	-4.8%	-10.4%	-7.5	2.3%
CCc1ccc(NC(=O)CSc2nc(=O)n(CCCN3CCOCC3)c3c2CCCC3)cc1	5.5%	-26.0%	-19.8%	24.2%	.	6.3%	.	0.2	-13.2%
CNC(=O)C1CCC(Cn2c(=O)[nH]c3ccsc3c2=O)CC1 (centres undefined)	-10.3%	0.0%	-10.8%	.	40.4%	-1.5%	-9.3%	-1.7	0.5%
CCCCS(=N)(=O)CC[C@H](N)C(=O)O (some centres undefined)	3.4%[56.9 µM]	8.5%[60.1 µM]	.	-1.4%	-5.0%[57.1 µM]	.	.	.	-2.1%[57.1 µM]
CC(C)(C)n1cnc2cc(NCc3ccc(Br)cc3)ccc21	-26.0%[56.9 µM]	-4.1%	498.3%[activator]	-16.8%	-14.5%	2.4%	-14.6%	20.5	-13.1%
O=[N+]([O-])c1cc(-c2nc(-c3ccncc3)no2)ccc1NCc1ccccc1	-17.7%	6.8%	-16.6%	.	?	9.1%	35.8%[activator]	2.7	-8.4%
O=S(Cc1ccc(Cl)cc1)c1ccccc1 (centres undefined)	8.7%	-2.3%	-0.8%	.	.	5.2%	.	-6.4	-7.4%
(cont.)
SMILES	RGS4 inh	POLK inh	ALOX12 inh	APEX1 inh	Pol beta inh	ERG Ets-DNA blk	Apoferritin bind	LDHA inh	POLH inh
CC(=O)N1CCOc2ccc(S(=O)(=O)Nc3cccc(C)c3)cc21	-1.7%	-1.8%	-10.9%	5.9%	17.7%	7.2%	1.7%	-2.0	-12.2%
Cc1ccc(NC(=O)C2CCCN2C(=O)Oc2ccccc2)cc1 (centres undefined)	14.3%	-20.3%	0.0%	3.5%	23.8%	-5.0%	-3.4%	-1.5	-12.7%
COc1cccc(NC(=O)C(C)C)c1	1.1%	-16.8%	-0.5%	15.6%	.	-6.9%	.	-1.1	-7.9%
COc1cccc(N2CCN(c3ccc([N+](=O)[O-])cn3)CC2)c1	7.3%	1.7%	-6.4%	25.3%	3.0%	-9.1%	-0.6%	-2.9	-15.2%
C[C@@H](CN(C)C)CN1c2ccccc2Sc2ccccc21	.	-0.7%[12 µM]	-24.6%[22.9 µM]	-1.5%[21 µM]	.	.	-8.3%[29.3 µM]	.	.
O=C(Nc1ccnn1C1CCN(C(=O)c2ccc(C(F)(F)F)cc2)CC1)C1CC1	-9.8%	12.6%	-6.8%	67.8%[activator]	-5.5%	-4.8%	4.0%	-0.3	-5.3%
CCOC(=O)C(C)N(c1ccccc1Cl)S(C)(=O)=O (centres undefined)	-24.8%	1.5%	-10.2%	6.6%	.	0.1%	.	-9.2	-22.6%
COc1ccc(C(=O)/C=C/c2cc(OC)c(O)c(OC)c2)c(F)c1	-37.3%	-7.3%	44.7µM*	3.9%	3.3%	17.0%	6.5%	9.9	?
Cc1cccc(C)c1OCc1nc2c3cnn(-c4cccc(F)c4)c3ncn2n1	8.7%	-23.7%	-1.0%	.	9.5%	2.8%	2.2%	-8.1	-12.3%
O=C(COC(=O)/C=C/c1cccc(C(F)(F)F)c1)NC(=O)NCc1ccccc1	33.4%	-4.9%	-5.3%	-5.6%	.	7.3%	.	-10.1	-2.3%
Cc1ccc(S(=O)(=O)c2nc(-c3ccc(F)cc3)oc2N2CCN(c3ccccc3)CC2)cc1	6.1%	-3.9%	-8.0%	.	21.5%	-3.8%	-3.1%	-12.1	-5.9%
COc1ccccc1NC(=O)NNC(=O)c1ccc2c(c1)NC(=O)C(C)(C)O2	25.2%	-9.5%	-1.0%	35.9%	36.5%	-23.8%	-3.0%	-9.6	5.8%
CC(C)(C)C(=O)Nc1ccc(-c2nc3ccc(NC(=O)C(C)(C)C)cc3[nH]2)cc1	-3.2%	0.6%	3.5%	.	1.3%	-17.7%	?	-0.1	-25.6%
CCN(CCO)c1ncnc2onc(-c3ccc(F)cc3)c12	23.1%	-9.2%	9.2%	13.8%	0.5%	-2.9%	1.0%	-1.8	3.8%
COc1ccc(CNc2nc(-c3ccco3)nn2S(=O)(=O)c2ccc(Cl)cc2)cc1OC	15.6%	-21.1%	-20.6%	.	-2.7%	0.5%	?	-6.9	-22.0%
N#CC(C#N)=Cc1cccn1-c1ccc(C(=O)O)cc1	-24.3%	39.8µM*	-27.7%	12.6µM*	5.01µM*	-1.1%	-23.1%	-3.2	10µM*
Cc1ccc(S(=O)(=O)N/N=C/c2c(C)nn(-c3ccccc3)c2C)cc1	13.1%	-9.3%	21.5%	?	-23.1%	1.5%	?	-5.8	-9.2%
Cc1ccc(Cl)cc1N1CCN(S(=O)(=O)c2c(C)[nH]c(=O)[nH]c2=O)CC1	-0.1%	2.9%	0.0%	2.7%	?	5.3%	-13.1%	-13.6	-5.3%
O=S(=O)(Nc1cccc(S(=O)(=O)N2CCCCCC2)c1)c1ccccc1	-4.1%	-7.0%	-6.6%	3.4%	18.6%	-2.0%	-17.1%	-3.3	-20.8%
Cn1c(=O)n(C)c2cc(NC(=O)CSc3nnc(-c4ccccc4O)n3-c3ccccc3)ccc21	-8.4%	1.2%	16.7%	2.9%	1.2%	-2.2%	-6.2%	-2.0	-12.2%
COc1ccc(/C=C2\SC(=O)N(CCc3nnc(N)s3)C2=O)cc1	3.4%[11.4 µM]	?	8.0%	-3.4%	?	12.2%	-3.2%	-5.7	44.7µM*

An excerpt. The share of hits here may be higher or lower than overall.
